Bioassay records: PubChem, The Scripps Research Institute Molecular Screening Center
ABHD4 inh = inhibitors of mouse ABHD4; Q8VD66; purified mABHD4, FP-Rh probe fluorescence polarization; inhibition, % at 8.92 µM; 370,000 compounds, 0.54% hits;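 active = inhibition exceeding the mean over every tested compound plus 3 SD, cut at about 30% in these data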;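 note: 0% = plate median of compound wells and 100% = S159A mutant with DMSO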
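system = mouse ABHD4 enzyme, wild type | medium = HEPES pH 7.0, NaCl, Pluronic buffer | also added = FP-Rh probe | incubation = Enzyme–compound pre-incubation 45 min, then probe 60 min, both 25 °C | technique = fluorescence polarization, excitation 525 nm, emission 598 nm, BODIPY TMR filters | controls = S159A mutant high control, sample median low control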
PRMT1 inh = PRMT1 (human) inhibition, primary screen. inhibition, % at 2.79 µM. 370,000 compounds, 1.3% hits. recombinant PRMT1, activity-based probe fluorescence polarization;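 active = inhibition above about 21% made by adding two undisclosed values, limit read from the data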
TDP2 inh = blocks human TDP2 phosphodiesterase activity; recombinant TDP2, T5PNP hydrolysis, p-nitrophenol absorbance 415 nm; AID 720702; O95551; inhibition, % at 12.8 µM; 370,000 compounds, 0.34% hits;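 active = inhibition above the mean of all tested compounds plus 3 SD, set per campaign, cut at about 25% in these data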;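 note: 0% = DMSO with enzyme and 100% = buffer with substrate but no TDP2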
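System – recombinant human TDP2 · Amount – 120 nM TDP2 per well · Buffer or medium – Mg2+-containing Tris-HCl buffer, pH 7.5 · Reagent – T5PNP substrate, 5 mM · Dosing – 12.8 µM single point, 1% DMSO · Incubation – 2 h at 37 °C · Measured by – epi absorbance · Read-out basis – percent inhibition · Benchmarks – high control without enzyme, low control DMSO plus TDP2 · Repeats – singlicate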
TCR CD3 inh = blocks the human TCR-CD3 interaction; TAMRA-labeled TCR probe fluorescence, biochemical; inhibition, % at 9.4 µM; 360,000 compounds, 0.37% hits; in the data active = inhibition above about 19%;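 note: recombinant mutant TCR 2C K166C tagged with TAMRA read by polarization; 0% = receptor in buffer alone and 100% = receptor with positive control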
SIAE inh = blocks human sialic acid acetylesterase. Q9HAT2. SIAE FP-Rh probe binding, fluorescence polarization. inhibition, % at 9.66 µM. 370,000 compounds, 0.69% hits. AID 1053197;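 active = inhibition above a cutoff: mean of compounds within the control limits plus 3 SD of those, cut at about 17% in these data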;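 note: 0% = plate median of compound wells and 100% = probe without SIAE protein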
HTRA1 inh = HTRA1 (human) protease inhibition. recombinant HTRA1, FP-rhodamine activity-based probe, fluorescence polarization. inhibition, % at 5.96 µM. 340,000 compounds, 0.5% hits. AID 504803; in the data active = inhibition above about 36%;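 note: 0% = enzyme with DMSO and 100% = wells lacking enzyme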
Target sequence (Q92743 whole entry, looked up): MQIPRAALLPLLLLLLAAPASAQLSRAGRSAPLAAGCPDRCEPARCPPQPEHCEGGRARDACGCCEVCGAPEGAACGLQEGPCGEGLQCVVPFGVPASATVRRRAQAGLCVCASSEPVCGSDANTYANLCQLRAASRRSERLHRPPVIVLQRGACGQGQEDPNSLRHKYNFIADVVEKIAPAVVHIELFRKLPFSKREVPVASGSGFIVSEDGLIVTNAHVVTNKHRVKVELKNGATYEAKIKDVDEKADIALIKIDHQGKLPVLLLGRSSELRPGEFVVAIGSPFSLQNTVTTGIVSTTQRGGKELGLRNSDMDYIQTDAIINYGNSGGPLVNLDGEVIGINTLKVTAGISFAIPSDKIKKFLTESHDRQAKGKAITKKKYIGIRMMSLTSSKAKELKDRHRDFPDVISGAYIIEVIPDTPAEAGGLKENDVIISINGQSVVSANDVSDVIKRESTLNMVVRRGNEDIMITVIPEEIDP
Tn7 DDE FP = DD(E)-Tn7 binding inhibition, primary FP screen. AID 720508. 370,000 compounds, 0.13% hits. FP displacement of FITC-Tn7 peptide from fibrin DD(E); 0% = median of compound wells per plate. inhibition, % at 8.3 µM. P02675;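 active = inhibition above the mean of compounds falling within the control limits plus 3 SD of them, cut at about 14% in these data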;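 note: 0% = plate median of compound wells and 100% = 10 µM Aha-Tn7 peptide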
Target sequence (P02675 whole entry, looked up): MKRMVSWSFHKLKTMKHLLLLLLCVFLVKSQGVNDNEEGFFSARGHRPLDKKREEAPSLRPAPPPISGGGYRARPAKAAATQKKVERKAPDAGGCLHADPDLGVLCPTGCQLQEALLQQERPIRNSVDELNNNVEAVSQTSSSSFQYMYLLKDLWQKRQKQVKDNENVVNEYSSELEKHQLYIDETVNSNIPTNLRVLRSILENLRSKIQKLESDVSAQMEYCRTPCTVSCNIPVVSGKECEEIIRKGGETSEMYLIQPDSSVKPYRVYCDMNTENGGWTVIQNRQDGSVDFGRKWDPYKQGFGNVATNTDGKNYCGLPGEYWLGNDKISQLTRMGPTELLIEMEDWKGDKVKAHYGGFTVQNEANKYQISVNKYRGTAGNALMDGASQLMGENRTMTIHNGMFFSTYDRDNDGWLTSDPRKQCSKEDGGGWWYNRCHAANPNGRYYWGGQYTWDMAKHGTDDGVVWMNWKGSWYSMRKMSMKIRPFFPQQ
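Assay system: human fibrin DD(E) protein / Input: 2 µM fibrin DD(E) / Benchmarks: high control of 10 µM Aha-Tn7 peptide / Measured by: fluorescence polarization of the labelled Tn7 tracer / Medium: Tris buffer with calcium and detergent, pH 7.8 / Timing: 10 min compound pre-incubation, 3 h probe incubation at room temperature / Repeats: one replicate per compound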
UHRF1 MBD2 ctr = blocks human UHRF1 binding to methylated DNA; Q96T88; 370,000 compounds, 0.75% hits; inhibition, % at 4.4 µM; AID 687016; UHRF1 binding to methylated oligo, TR-FRET; in the data active = inhibition above about 21%;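 note: UHRF1 SRA domain binding a hemimethylated CpG hairpin DNA probe; 0% = median of test compound wells and 100% = reference inhibitor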
PG9 Ab binder = PG9 antibody binding by small molecule; TR-FRET gp120-PG9 antibody binding; inhibition, % at 6.7 µM; 360,000 compounds, 0.43% hits; in the data active = inhibition above about 8.5%
LEDGF integ inh = blocks HIV-1 LEDGF/p75-dependent DNA integration. TR-FRET IN-LEDGF/p75 DNA integration, Eu/Cy5. inhibition, % at 3.7 µM. 370,000 compounds, 0.64% hits;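 active = inhibition above the screen-wide mean plus 3 SD, cut at about 13% in these data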;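 note: signal is the Cy5 over europium emission ratio at 671 and 618 nm; 0% = plate median of compound wells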
* marks the source's active call; other numbers are inactive results; x = no result given.

The first three entries, to show the layout:
SMILES	ABHD4 inh	PRMT1 inh	TDP2 inh	TCR CD3 inh	SIAE inh	HTRA1 inh	Tn7 DDE FP	UHRF1 MBD2 ctr	PG9 Ab binder	LEDGF integ inh
C/C(N)=C(/C#N)C(=O)CSc1nc2ccc(C)cc2[nH]1	6	26*	11	4	3	1	-3	13	-3.9	5
COc1cc(C)c(-c2[nH]ncc2-c2csc(C)n2)c(O)c1	-2	-3	6	5	0	2	5	-4	-1.7	-1
Cc1ccc(C(=O)NC2CCCCCC2)o1	2	-1	1	1	1	5	-1	-1	-1.2	-1

This part in full, from the start:
SMILES	ABHD4 inh	PRMT1 inh	TDP2 inh	TCR CD3 inh	SIAE inh	HTRA1 inh	Tn7 DDE FP	UHRF1 MBD2 ctr	PG9 Ab binder	LEDGF integ inh
C/C(N)=C(/C#N)C(=O)CSc1nc2ccc(C)cc2[nH]1	6	26*	11	4	3	1	-3	13	-3.9	5
COc1cc(C)c(-c2[nH]ncc2-c2csc(C)n2)c(O)c1	-2	-3	6	5	0	2	5	-4	-1.7	-1
Cc1ccc(C(=O)NC2CCCCCC2)o1	2	-1	1	1	1	5	-1	-1	-1.2	-1
Cn1c(=O)c2cc(S(=O)(=O)NC(C(=O)Nc3cccc(F)c3)c3ccccc3)ccc2n(C)c1=O (centres undefined)	-8	12	-10	-2	2	-9	-3	5	0.9	-4
O=C(CSc1nc2ccc([N+](=O)[O-])cc2[nH]1)c1ccc2ccccc2c1	-26	-2	-5	5	-31	-57	-7	-2	-1.4	2
CCn1c(NC(=O)c2ccccc2)c(-c2cccs2)c(=O)c2ccccc21	-5	2	9	-1	-6	-2	-4	1	-1.4	-3
Cc1ncc(CN2CCN(C3CCCC3)C(CCO)C2)s1 (centres undefined)	5	-3	-5	1	0	-6	-9	1	0.2	3
C=CCN1C(=O)N/C(=C/c2ccc(N3CCOCC3)o2)C1=O	-7	12	-2	8	0	x	5	0	-3.9	1
Cc1cccc(-c2noc(-c3c(C)noc3C)n2)c1	1	-3	11	-6	1	x	-3	-4	-0.8	1
COc1ccc(C(=O)Nc2ccccc2)cc1NC(=O)c1ccc([N+](=O)[O-])cc1	-3	0	11	1	-4	-56	-7	1	-2.1	1
O=C(NC1CCN(S(=O)(=O)c2ccccc2)CC1)c1ccccc1	-1	-3	-15	6	0	3	-9	2	-1.9	1
COCCn1cc(-c2csc(N)n2)c2ccccc21	7	10	-11	-13	4	-6	0	-4	-1.5	2
C[C@@H]1CN([C@H](C)CO)C(=O)c2cc(Br)cnc2O[C@@H]1CN(C)C(=O)CC1CC1	-4	-1	-18	-10	-4	-1	-5	1	-0.8	6
CC1CC(C)CN(C(=O)CSc2nc(Cc3cccs3)nc3ccccc23)C1 (centres undefined)	6	10	-12	7	9	-36	2	-9	-1.5	2
CCOc1ccccc1-c1cc(C(=O)N/N=C/c2cccnc2)c2ccccc2n1	-12	-5	3	1	0	-11	-2	-4	-0.7	-2
Cc1ccc(C(=O)NC2CCCCC2)cc1S(=O)(=O)N1CCCC1	0	1	5	-8	14	-1	5	0	1.9	1
CC(C)(C)C(C(=O)O)N1CCS(=O)(=O)CC1 (centres undefined)	-1	-5	-10	1	1	6	-6	2	-0.2	4
COc1ccc(-c2nc3c(c(SCC(=O)N4CCOCC4)n2)COC(C)(C)C3)cc1	-4	1	-12	3	-1	-4	-7	1	-2.0	3
COc1cc(OC)c(C(=O)NCCCn2ccnc2)cc1OC	3	-1	1	-1	4	-6	3	1	0.8	-3
Cc1ccccc1OCC(O)Cn1c(NCc2ccco2)nc2c1c(=O)n(C)c(=O)n2C (centres undefined)	3	-1	-3	2	11	10	2	-3	1.2	-2
O=C(COc1ccccc1)NCc1ccc2c(c1)OCO2	-5	0	-6	-3	3	-2	-4	-2	-1.1	1
O=C(CCc1nc2ccccc2[nH]1)N1CCc2ccccc2C1	-2	-1	6	-3	4	-1	7	0	-0.9	2
CCN(CC(=O)Nc1ccc(NC(C)=O)cc1)C(=O)c1ccc(N(C)S(=O)(=O)c2ccc(C)cc2)cc1	5	1	1	4	2	-1	8	42*	0.8	2
COc1ccc(CN2CCC(n3nccc3NC(=O)c3cccc(F)c3)CC2)cc1O	-4	4	0	-3	3	0	-2	0	-1.5	-3
CCN(CC)CCCC(C)NC1=NCCCCC1 (centres undefined)	-2	-1	-4	2	1	-1	4	1	0.3	-3

(cont.)
SMILES	ABHD4 inh	PRMT1 inh	TDP2 inh	TCR CD3 inh	SIAE inh	HTRA1 inh	Tn7 DDE FP	UHRF1 MBD2 ctr	PG9 Ab binder	LEDGF integ inh
COc1ccccc1C(=O)COC(=O)C(NC(=O)Cc1ccccc1)C(C)C (centres undefined)	-15	-6	-1	6	0	4	1	0	-1.8	3
O=C(O)C1(Nc2ccccc2Cl)CCCC1	7	3	-6	-7	-2	9	0	4	2.0	-2
C#CCOCCOCCOCCNc1nc(N2CCN(C(=O)[C@H](CCCCN)n3cc(CN)nn3)CC2)nc(N2CCN(C(=O)[C@H](CCC(=O)O)n3cc([C@@H](N)[C@H](C)CC)nn3)CC2)n1	2	2	10	-3	-4	4	2	5	0.9	1
O=C(CSc1ccc(Cl)cc1)Nc1ccccc1N1CCN(C(=O)c2ccc(Cl)cc2)CC1	-5	1	-2	-4	-4	-32	1	7	0.5	-1
CC(=O)c1ccc(NC(=O)N[C@@H](CC(C)C)C(=O)O)cc1	-6	-2	-23	-1	4	3	1	2	-1.6	2
CC(=O)Oc1ccccc1/C=C1\CCOC1=O	4	-2	-5	6	4	-1	-1	-1	-1.2	-1
COc1ccccc1CN=C1NC(=O)C(CC(=O)Nc2ccc(OC)c(OC)c2)S1 (centres undefined)	5	1	-11	-4	-3	4	3	6	-0.8	2
CCCC(=O)N(c1ccc2oc(C)c(C(C)=O)c2c1)S(=O)(=O)c1ccc(C)c([N+](=O)[O-])c1	1	2	-6	1	2	7	-3	0	0.0	0
N#CC1=C(O)C(c2ccccc2)n2c1nc(=O)c1ccccc12 (centres undefined)	-1	-2	9	-1	14	-4	0	7	1.3	-1
COc1cccc(CN(C(=O)c2ccco2)C2CCS(=O)(=O)C2)c1 (centres undefined)	-1	6	7	-3	-2	-2	-2	3	0.2	-2
CN(C1CCS(=O)(=O)C1)S(=O)(=O)c1cccc2nsnc12 (centres undefined)	-2	-1	1	4	-8	-5	-3	-2	0.0	2
CC(C)CNC(=S)NC(=O)c1ccc(Cl)cc1Cl	-14	2	-5	-9	-7	-12	-3	3	-0.7	-1
C#CCNC(=O)c1cc2cccnc2nc1N	0	3	4	4	-1	x	3	6	0.9	-1
COc1ccc(-c2oc3ccccc3c2C(=O)OCc2ccc(O)cc2)cc1	-23	5	-11	-7	-7	-10	-1	3	0.7	-2
CCOC(=O)C1CCCN(C(=S)Nc2ccc(C)cc2C)C1 (centres undefined)	-7	-2	-10	-1	13	-5	2	0	-2.7	7
Cc1ccc(C2=NS(=O)(=O)N(C)C(C(=O)N3CCOCC3)=C2)cc1	0	16	1	-2	-4	-1	-1	-1	-0.8	-2
Cc1ccc2c(c1)N(CC(=O)NCCc1ccccc1)C(=O)c1cccnc1O2	0	-10	9	6	5	3	3	-5	1.0	3
C=C(C)CC1N(c2cccc(OC)c2)C(=O)C2C(C(=O)O)C3C=CC21O3 (centres undefined)	3	2	9	-2	-6	6	0	1	-1.0	-1
CCNc1nc(-c2sc(NC(=O)C(C)(C)C)nc2C)c(-n2cc(-c3ccccc3)nn2)s1	8	3	-4	-5	-3	x	5	-1	2.1	-3
CCOC(=O)c1cc2occc2n1CCCN1C(=O)c2ccccc2C1=O	0	8	-15	-6	0	-17	-6	4	-1.1	8
COc1ccc(/C=C/C2=CC(C)(C)NC(=S)N2)cc1OC	0	10	-5	0	5	3	-10	-3	-4.7	3
COc1cc2c(cc1OC)C1=NC(=O)CN1C(SCc1ccc(C)cc1)=N2	-4	14	-11	-1	13	-12	3	0	0.7	2
CCc1ccccc1NC(=O)CNC(=O)CNC(=O)Cc1ccccc1	-3	-1	7	1	-1	-5	-3	-3	0.7	2
Cc1cc(C)nc(SCC(=O)NNC(=O)c2cccs2)n1	4	1	-1	1	8	2	4	2	-0.3	1
Cc1ccc(C(=O)NCCC(=O)N2CCC3(CC2)NCCc2[nH]cnc23)cc1	-10	-5	2	6	-1	-2	-5	1	0.6	2

(further entries)
SMILES	ABHD4 inh	PRMT1 inh	TDP2 inh	TCR CD3 inh	SIAE inh	HTRA1 inh	Tn7 DDE FP	UHRF1 MBD2 ctr	PG9 Ab binder	LEDGF integ inh
COc1ccc(NC(=O)c2sc(=S)[nH]c2N)cc1	8	11	-4	0	0	2	1	-3	-7.1	-7
CN(C)C(=O)c1ccc(-c2nnc(NCc3ccccc3)c3ccccc23)cc1	-43	1	-8	-4	0	-18	-1	2	2.1	-4
Cc1ccc(NC(=O)c2ccc(S(=O)(=O)N3CCOCC3)cc2)nc1	3	6	-12	-5	-7	4	0	6	1.3	1
O=C(O)C(c1cccs1)C1(O)CCCCC1 (centres undefined)	4	2	11	0	15	7	1	0	0.3	-3
Cn1nnnc1SCCNC(=O)C1CCC(=O)N(Cc2cccc(C(F)(F)F)c2)C1 (centres undefined)	-8	-3	-4	-1	-13	1	-3	1	0.1	5
O=C(c1ccc([N+](=O)[O-])cc1)N1CCC(Cc2ccccc2)CC1	-3	3	8	-3	1	1	2	0	0.2	-4
CCOc1ccc(Oc2ccc(NC(=O)CSc3nncn3C)cc2)cc1	11	7	9	1	19*	-8	-3	0	2.9	-1
CCOc1ccc(S(=O)(=O)N2CCCCC2)cc1NC(=O)Cc1cccc(C(F)(F)F)c1	2	-3	6	3	-3	-15	0	6	-0.8	-3
CC(Sc1nnc(-c2ccccc2F)n1N)C(=O)NCC1CCCO1 (centres undefined)	8	2	-14	-8	-1	-2	-3	1	-1.2	-2
COc1ccc(-c2cc3ccccc3n2CC(O)CN2CCC(C)CC2)cc1 (centres undefined)	11	-5	0	1	-1	-9	4	0	0.7	3
C/C(CCc1ccc2c(c1)OCO2)=N\NC(=O)c1ccccc1	1	1	-9	-9	-7	-2	2	7	0.8	2
COc1ccc(CN2CCN(CCCCOc3ccc(Cl)cc3)CC2)c(OC)c1OC	26	0	9	-2	4	4	-3	0	-2.3	2
O=C(O)CCc1nn2c3ccccc3n(CC(=O)c3ccccc3)c2nc1=O	4	0	-2	2	1	8	-4	3	-0.1	4
CN(C)S(=O)(=O)Oc1ccccc1C(=O)Nc1cccc(C(F)(F)F)c1	-11	3	-7	-10	2	-22	5	4	0.8	-7
Cc1ccc(NC(=O)C(=O)NCCOc2ccc(Cl)cc2)c(C)c1	-2	0	6	-2	2	-1	4	0	-2.3	-3

Not a hit list. Share with any hit: about 4.2%.
